High-throughput results (PubChem BioAssay)
Sm TGR inh: S. mansoni TGR enzyme inhibition. Q962Y6. hit rate 3% among 360,000. Potency, µM (highest dose often 114 µM), without a hit: at the highest dose activity change, negative = inhibition, actives largely listed as inhibitors. purified TGR, DTNB reduction, TNB absorbance 405 nm; further: potency means the concentration at half of the fitted maximal effect; nearly all actives have a fitted effect of over 60% in size
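Kinetic colorimetric format: TGR-catalysed, NADPH-driven DTNB reduction monitored via TNB absorbance. Enzyme dispensed at 20 nM; compound exposure 15 min at room temperature before reaction start.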
Giardia FBPA inh: Giardia lamblia aldolase inhibition. purified Giardia FBPA. hit rate 0.71% among 290,000. A8B2U2. Potency, µM (series often up to 59.6 µM), inactives show top-dose activity, negative = inhibition, hits mostly inhibitors. AID 2451; further: potency means the concentration at half of the fitted maximal effect; nearly all actives have a fitted effect of over 55% in size
Target sequence (A8B2U2 whole entry, looked up): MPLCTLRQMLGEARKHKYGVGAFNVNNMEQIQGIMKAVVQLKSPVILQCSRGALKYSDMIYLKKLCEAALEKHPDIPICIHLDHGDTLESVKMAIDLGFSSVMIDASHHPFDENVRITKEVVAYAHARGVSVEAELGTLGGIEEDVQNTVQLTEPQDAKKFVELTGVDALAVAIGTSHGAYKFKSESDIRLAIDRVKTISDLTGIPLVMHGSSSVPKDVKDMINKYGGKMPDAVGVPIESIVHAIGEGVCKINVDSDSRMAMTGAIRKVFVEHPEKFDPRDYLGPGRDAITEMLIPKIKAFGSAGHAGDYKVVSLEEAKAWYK
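40 nM FBPA preincubated 10 min at RT with compound (up to 57.5 uM final), then substrate plus GAPDH/TPI/NAD/arsenate coupling and diaphorase/resazurin added. Fluorescence read after 20 min at RT, 525/598 nm.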
AmpC detergent: blocks E. coli AmpC beta-lactamase in detergent assay; AmpC hydrolysis of nitrocefin, absorbance 480 nm, 0.01% Triton; hit rate 0.041% among 370,000; P00811; Potency, µM (doses to about 114 µM), for inactives: at the top dose activity change, negative = inhibition, hits mostly inhibitors; AID 485294;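 further: potency means the concentration at half of the fitted maximal effect; 0% = no-compound wells and -100% = no-enzyme wells; nearly all actives have a fitted effect of over 25% in size; some results filed as inactive show a strong effect at the top dose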
Target sequence (P00811 whole entry, looked up): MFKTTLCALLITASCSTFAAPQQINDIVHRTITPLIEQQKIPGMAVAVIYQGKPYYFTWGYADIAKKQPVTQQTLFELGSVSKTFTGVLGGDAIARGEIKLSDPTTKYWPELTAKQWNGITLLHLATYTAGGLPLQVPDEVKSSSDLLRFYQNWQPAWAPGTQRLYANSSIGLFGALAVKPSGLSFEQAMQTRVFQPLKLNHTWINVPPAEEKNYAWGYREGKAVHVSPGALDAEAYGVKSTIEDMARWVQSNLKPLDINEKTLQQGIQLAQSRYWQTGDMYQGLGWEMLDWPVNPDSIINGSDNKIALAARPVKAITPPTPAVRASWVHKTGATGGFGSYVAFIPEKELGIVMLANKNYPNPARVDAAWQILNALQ
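AmpC (5.3 nM in the dispensed reagent) in 20 mM phosphate pH 7.0 with 0.01% (detergent screen) or 0.0001% Triton X-100 was preincubated with compounds for 15 min at room temperature. Nitrocefin was then added from an 800 uM solution, and hydrolysis was followed at 480 nm.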
HCV inh: HCV inhibition. Huh7.5.1 HCVcc-Cre infection, luciferase reporter, 44 h. Potency, µM (doses to about 41.8 µM), for inactives: at the highest dose activity change, negative = inhibition, usual class: inhibitors. hit rate 3.4% among 340,000. AID 651820; further: potency means the concentration at half of the fitted maximal effect
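Whole-lifecycle infectious HCVcc-Cre system; cells 1,000/well, compound then virus (~0.5 moi) added 4 h after plating, 44 h culture. Luciferase read 15 sec following 15 min substrate incubation, room temp.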
HCMV inh: human cytomegalovirus inhibition | HFF cells, HCMV-luciferase reporter, 72 h; active compounds read low | activity change, negative = inhibition, % at 57.5 µM | hit rate 4.5% among 410,000; in the data active means activity change below about -60%; inconclusive means no clear call, values can overlap the other calls; inactive means above about -39%
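Screen run at 2 compound doses on HFFs infected with reporter HCMV, MOI 1 PFU/cell. Luciferase activity from cell lysates at 72 h post infection gave inhibition relative to buffer-only and Salinomycin wells.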
AMA1 RON2 block: AMA1-RON2 (P. falciparum) interaction inhibition | AlphaScreen AMA1-biotinylated RON2 peptide binding | Potency, µM (series often up to 58.2 µM), without a hit: at the highest dose activity change, negative = inhibition, actives largely listed as inhibitors | hit rate 0.2% among 360,000 | AID 720542;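 further: potency means the concentration at half of the fitted maximal effect; 0% = vehicle wells and -100% = peptide control; nearly all actives have a fitted effect of over 45% in size; some results filed as inactive show a strong effect at the top dose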
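AMA1 (3D7) with his tag at 25 nM final met compounds first, then biotinylated RON2 peptide at 25 nM; detection used donor plus acceptor beads, 10 µg/mL apiece, read by AlphaScreen after 30 min at room temperature.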
Numbers without * were called inactive; u = inconclusive; x = not tested or not shown; & = joins results of further samples; [ ] = remark or other dose. Unless noted, the call rests on the fitted dose curve; in most records, active means well fitted curve in the direction sought with a large enough effect; inconclusive means small, poorly fitted or top-dose-only effect, or another doubt; inactive means no such curve, though single readings can be large; an effect the other way counts as inactive or inconclusive. Unless noted, on the % scale 0 is the no-effect control and ±100 the full control effect. Not a hit list; overall some 9.3% were active at least once.

1	N#Cc1ccccc1CSc1nc(N)cc(N)n1
2	CCOC(=O)c1ccc(NC(=O)Cn2c(C)nc3c(sc(=S)n3CC)c2=O)cc1
3	Nc1nc(N2CCN(c3ccccn3)CC2)nc2ccccc12
4	COc1ccc(C2C(C(=O)NCc3cccnc3)c3ccccc3C(=O)N2C)cc1OC (configuration not stated)
5	Cc1cc(C)c2c(CN3CCOCC3)cc(=O)oc2c1
6	CC1CCCCC1NC(=O)C1CCN(S(=O)(=O)c2cccc3nonc23)CC1 (configuration not stated)
Compound	1	2	3	4	5	6
Sm TGR inh	1%	0%	1%	2%	-6%	0%
Giardia FBPA inh	-23%	-24%	-7%	0%	4%	0%
AmpC detergent	-8%	-13%	u	3%	1%	-11%
HCV inh	12%	2%	-15%	-10%	9%	18%
HCMV inh	-24	-17	82	1	-18	-9
AMA1 RON2 block	-14%	7%	0%	-1%	-3%	-5%

7	CC(=NCCCn1ccnc1)c1c(C)[nH]n(-c2ccc([N+](=O)[O-])cc2)c1=O
8	COc1ccc(S(=O)(=O)N2CCCCC2)cc1NC(=O)CN1C(=O)NC(C)(C2CC2)C1=O (configuration not stated)
9	CCOC(=O)c1ccccc1NC(=O)COC(=O)C1CC(=O)N(c2ccc3c(c2)OCCO3)C1 (configuration not stated)
10	C=CCNc1nc(NCc2ccccc2)c(C#N)c2c1CN(C)CC2
11	CCOC(=O)C1CCC(CN(Cc2ccc(Cl)cc2)S(=O)(=O)c2ccc(F)c(C(=O)Nc3cccc(F)c3)c2)CC1 (configuration not stated)
12	COc1ccccc1OCCn1ccnc1
Compound	7	8	9	10	11	12
Sm TGR inh	15%	-17%	10%	-2%	11%	3%
Giardia FBPA inh	7%	x	x	u	x	u
AmpC detergent	2%	u	3%	-14%	5%	u
HCV inh	6%	u	11%[8.37 µM]	18µM*	x	16%
HCMV inh	-22	-1	-19	-30	16	0
AMA1 RON2 block	-15%	-2%	15%	0%	x	11%

13	O=C(NCc1ccc(Cl)cc1)c1ccc2oc(=O)n(Cc3ccccc3)c2c1
14	Cn1c(=O)c2c(nc(SCCOc3ccc4ccc(=O)oc4c3)n2C)n(C)c1=O
15	NC(=O)C1CCN(C(=O)CC2(CC(=O)O)CCCC2)CC1
16	O=C(O)C1CCC(C(=O)O)SS1 (configuration not stated)
17	CCOc1ccc(Cl)cc1S(=O)(=O)N1CCC(C(=O)NC2CC2)CC1
18	NC(=O)NC(=O)C(Nc1ccc(N2CCCCC2)cc1)c1ccccc1 (configuration not stated)
Compound	13	14	15	16	17	18
Sm TGR inh	-10%	-2%	-9%	x	-1%	u
Giardia FBPA inh	x	4%	2%	x	-4%	-2%
AmpC detergent	-3%	u	u	x	-8%	-1%
HCV inh	x	-21%	2%	11%	23%	13%
HCMV inh	-11	x	7	-12	-2	-22
AMA1 RON2 block	x	x	-11%	-3%	-2%	u

19	CC(C)n1c(O)c(N=NC(=O)C2COc3ccccc3O2)c2ccccc21 (configuration not stated)
20	Cc1ccc2oc(=O)c3cnn(CC(=O)N4CCCc5ccccc54)c3c2c1
21	CN(c1ccc(C(=O)Nc2ccccn2)cc1)S(=O)(=O)c1ccccc1
22	COc1cc(CNc2ccc3[nH]c(=O)[nH]c3c2)cc(Br)c1OCc1ccccc1F
23	COc1ccc(NC(=O)c2ccc3c(=O)n4nc(Nc5ccccc5C)sc4nc3c2)cc1Cl
24	Cc1nn(-c2ccccc2)c(C)c1C(=O)OCC(=O)NC(=O)NC1CCCCC1
Compound	19	20	21	22	23	24
Sm TGR inh	6%	-10%	x	u	2%	0%
Giardia FBPA inh	-8%	2%	-9%	-1%	x	9%
AmpC detergent	5%	-9%	3%	0%&-4%	20%	-1%
HCV inh	u	-4%	12%	u	x	-6%
HCMV inh	2	52	-7	18&-22	2	-5
AMA1 RON2 block	u	15%	-1%	-10%	x	-19%

Single values from the entries so far.
Giardia FBPA inh result of CN(c1ccc(C(=O)Nc2ccccn2)cc1)S(=O)(=O)c1ccccc1 → -9%
AMA1 RON2 block result of COc1cc(CNc2ccc3[nH]c(=O)[nH]c3c2)cc(Br)c1OCc1ccccc1F → -10%
Sm TGR inh result of Cc1nn(-c2ccccc2)c(C)c1C(=O)OCC(=O)NC(=O)NC1CCCCC1 → 0%
HCMV inh result of COc1ccc(NC(=O)c2ccc3c(=O)n4nc(Nc5ccccc5C)sc4nc3c2)cc1Cl → 2
HCMV inh result of Cc1ccc2oc(=O)c3cnn(CC(=O)N4CCCc5ccccc54)c3c2c1 → 52
HCMV inh result of CC(C)n1c(O)c(N=NC(=O)C2COc3ccccc3O2)c2ccccc21 (configuration not stated) → 2

The list goes on.
25	[O-]C1=N/[N+](=C/c2ccccc2)CC1
26	Cc1ccc(S(=O)(=O)N2[C@@H](c3ccc(Br)cc3)C(C(=O)O)=CC[C@H]2c2cccs2)cc1
27	C[C@H](CO)N1C[C@H](C)[C@@H](CN(C)S(=O)(=O)c2ccccc2)Oc2c(NS(=O)(=O)c3cccs3)cccc2C1=O
28	Cn1c(C2=C(O)CN(Cc3ccccc3)C2=N)[n+](C)c2ccccc21
29	C/C(=N\NC(=O)c1cccc(S(=O)(=O)N2CCOCC2)c1)c1ccc(OC(F)F)cc1
30	O=S1(=O)c2ccccc2C(O)(c2ccccc2)c2ccccc21
Compound	25	26	27	28	29	30
Sm TGR inh	3%	x	x	3%	0%	x
Giardia FBPA inh	-9%	x	x	4%	x	x
AmpC detergent	0%	x	x	-5%	u	x
HCV inh	30%	12%	-2%	-14%	u	8%
HCMV inh	-6	-6	-28	-22	18	-6
AMA1 RON2 block	34%[activator]	9%	4%	-6%	48%[activator]	-1%

31	CCCCOc1ccc(/C(N)=N/O)cc1
32	CCOC(=O)c1cc(-c2ccc(F)cc2)n(CC(=O)NC2CCCCCC2)c1C
33	COc1ccc(NC(=O)Cc2c[nH]c3ccccc23)cc1S(=O)(=O)N1CCOCC1
34	Cc1ccccc1-n1c(SCC(=O)N/N=C/c2c(C)nn(-c3ccccc3)c2C)nc2ccccc2c1=O
35	CCN1C(=O)/C(=C\c2ccc3c(c2)OCO3)C(C(=O)OC)=C1C
36	Cc1cc(S(=O)(=O)N2CCCc3ccccc32)ccc1-n1cnnn1
Compound	31	32	33	34	35	36
Sm TGR inh	0%	1%	17%	-1%	-32%	-2%
Giardia FBPA inh	4%	x	3%	2%	0%	-6%
AmpC detergent	u	-4%	-2%	-11%	-4%	u
HCV inh	u	x	-13%	u	-16%	1%
HCMV inh	31	0	100	0	13	-24
AMA1 RON2 block	-2%	x	0%	0%	-23%	-1%

37	CC1(C)CC(=O)C(C=NCCN2CCN(C3CC(=O)N(c4ccc(Br)cc4)C3=O)CC2)=C(O)C1 (configuration not stated)
38	Cc1cc(-c2ccc(/C=N/n3cnnc3)o2)ccc1Cl
39	O=C(CN(c1cccc(Br)c1)S(=O)(=O)c1ccccc1)N1CCc2ccccc2C1
40	Cc1c(Cc2ccccc2)c(=O)oc2cc(OCC(=O)NCc3ccccn3)ccc12
41	C=CCn1c(=O)c(C(=O)NCc2ccccc2Cl)c(O)c2ccccc21
42	CS(=O)(=O)c1ccc2nc(NC(=O)Nc3cccc(Cl)c3)sc2c1
Compound	37	38	39	40	41	42
Sm TGR inh	50µM*	2%	2%	-17%	-5%	-12%
Giardia FBPA inh	4%	-3%	x	14%	11%	-3%
AmpC detergent	-4%	-3%	-3%	-14%	-14%	u
HCV inh	29%	-16%	x	u	u	11µM*
HCMV inh	-13	-8	-6	-63*	-15	-38
AMA1 RON2 block	51%[activator]	-10%	x	-10%	52%[activator]	-3%

43	N#Cc1cc2c(nc1SCC(=O)Nc1ccc(OC(F)(F)F)cc1)C1CCN2CC1
44	Nc1ccc2oc(-c3ccccn3)nc2c1
45	O=C(c1ccc(S(=O)(=O)Nc2ccccc2)cc1)N1CCCC1
46	COc1ccc(Cl)c2sc(N(CCN(C)C)C(=O)C3=COCCO3)nc12
47	COc1ccccc1NC(=O)COC(=O)c1c[nH]c(=O)[nH]c1=O
48	Cc1cc(C(=O)N/N=C/c2ccc3ccccc3c2)n[nH]1
Compound	43	44	45	46	47	48
Sm TGR inh	-2%	-6%	-5%	x	7%	-1%
Giardia FBPA inh	x	u	x	x	0%	x
AmpC detergent	-1%	u	u	x	-14%	u
HCV inh	x	-2%	11%	10%	12%	-8%
HCMV inh	-72*	110	-30	-22	-14	-22
AMA1 RON2 block	x	4%	-7%	4%	5%	13%

49	O=C1C2CCN(CC2)C1Cc1ccccc1O (configuration not stated)
50	COc1cccc(C(C(=O)NC(C)(C)C)N(CCc2ccccc2)C(=O)CCC(=O)Nc2cc(C)on2)c1OC (configuration not stated)
51	COC(=O)c1c(NC(=O)c2cccc(S(=O)(=O)N3CCN(C)CC3)c2)sc(C)c1C
52	Cc1cc2c(cc1NC(=O)c1ccc(C(C)(C)C)cc1)n(C)c(=O)c(=O)n2C
53	COC(=O)CC1C(=O)NCCN1C(=S)NC(=O)C(c1ccccc1)c1ccccc1 (configuration not stated)
54	CC1CCN(C(=O)CSc2nc(N)c3c4c(sc3n2)CN(C)CC4)CC1
Compound	49	50	51	52	53	54
Sm TGR inh	5%	-16%	-11%	-1%	-13%	-10%
Giardia FBPA inh	3%	-3%	x	x	-27%	-7%
AmpC detergent	3%	u	-12%	0%	-11%	u
HCV inh	18%	-6%	u	x	27%	7%
HCMV inh	-2	7	-32	-27	24	x
AMA1 RON2 block	-2%	-7%	0%	x	93%[activator]	-2%

55	CC(C)C(NC(=O)c1ccccc1NC(=O)c1ccccc1)C(=O)NNC(=O)c1ccncc1 (configuration not stated)
56	COc1cccc(C(=O)Nc2ccc(C(=O)NCC(C)C)cc2)c1
57	O=C(NCc1nnc2c(C(F)(F)F)cc(Cl)cn12)C1CCCC1
58	Cc1ccc(NC(=O)N2CC2)cc1NC(=O)N1CC1
59	CC(C)(C)C1CCc2onc(C(=O)Nc3cnn(Cc4ccc(F)cc4)c3)c2C1 (configuration not stated)
60	CCC(C(=O)NCCc1c[nH]c2ccc(C)cc12)c1ccccc1 (configuration not stated)
Compound	55	56	57	58	59	60
Sm TGR inh	-13%	5%	-11%	x	15%	14%
Giardia FBPA inh	-3%	3%	-9%	x	9%	9%
AmpC detergent	2%	-2%	-9%	x	1%	u
HCV inh	-9%	-12%	13%	5%	-19%	u
HCMV inh	-25	u	-1	-4	-38	10
AMA1 RON2 block	130%[activator]	-6%	0%	-2%	19%	-2%

A different layout for some results above:
nr | Molecule | Sm TGR inh | Giardia FBPA inh | AmpC detergent | HCV inh | HCMV inh | AMA1 RON2 block
38 | Cc1cc(-c2ccc(/C=N/n3cnnc3)o2)ccc1Cl | 2% | -3% | -3% | -16% | -8 | -10%
39 | O=C(CN(c1cccc(Br)c1)S(=O)(=O)c1ccccc1)N1CCc2ccccc2C1 | 2% | x | -3% | x | -6 | x

Continued:
61	CCOc1cc(CNC(=O)Cn2ncn3c(cc4cc(F)ccc43)c2=O)cc(OCC)c1OCC
62	O=C(NCc1cccs1)c1ccc(Cl)s1
63	COc1cccc(C(=O)n2c(SC)nc3cc4c(cc32)OCCO4)c1
64	O=C(C1c2ccccc2C(=O)N2CCc3ccccc3C12)N1CCN(Cc2ccccc2)CC1 (configuration not stated)
Compound	61	62	63	64
Sm TGR inh	10%	-20%	10%	16%
Giardia FBPA inh	x	0%	-4%	-1%
AmpC detergent	19%	-4%	3%	1%
HCV inh	x	-5%	15%	1%
HCMV inh	16	1	85	64
AMA1 RON2 block	x	-8%	-10%	2%
